a7 integrin act: qHTS for Activators of Integrin-Mediated Alleviation for Muscular Dystrophy. Potency, µM (doses to about 38.3 µM), for the others: at the top dose activation, usual class: activators. alpha7betagal myoblasts, beta-gal FDG fluorescence, 48 h. actives 0.064% (n = 350,000). AID 624291, 2012;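 also: potency is read from the fitted curve at half-maximal effect; 100% = response of the positive control SU9516; nearly all actives have a fitted effect of over 60% in size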
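alpha7betagal+/- myoblasts (passage 13, 250/well) treated 48 h at 37C with compounds at 1:260 dilution of DMSO stock. Lysed, then beta-galactosidase activity read as FDG fluorescence (ex 480/em 540) after 30 min, with pre-read for autofluorescence.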
ASM inhibitor: Inhibitors of Secretory Acid Sphingomyelinase (S-ASM): qHTS. Potency, µM (highest dose often 57.5 µM), inactives show at the highest dose activity change, negative = inhibition, most hits filed as inhibitors. Sphingomyelin phosphodiesterase (Homo sapiens), P17405. placental ASM, HMU-PC fluorogenic substrate, 60 min. actives 0.006% (n = 340,000); also: potency is read from the fitted curve at half-maximal effect
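qHTS format. ASM enzyme prepared from human placenta hydrolyses the fluorogenic substrate HMU-PC0 (9 uM final) over 60 min at 37 °C after a 10 min compound preincubation.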
MLL CXXC-DNA inh: qHTS Fluorescence Polarization Assay for Inhibitors of MLL CXXC domain - DNA interaction. Potency, µM (highest dose often 115 µM), inactives show at the top dose activity change, negative = inhibition, hits mostly inhibitors. actives 0.037% (n = 290,000). MLL-CXXC / FITC-HOXA9 DNA fluorescence polarization. Histone-lysine N-methyltransferase 2A (Homo sapiens), Q03164; active = well fitted inhibition curve with a large enough effect in the polarisation, with a control signal flat, not every such curve was filed as active; inconclusive = small, poorly fitted or top-dose-only effect, or effect the other way, or a change in a side signal; inactive = no such curve, though single readings can be large or run the other way; the % refers to the polarisation; also: potency is read from the fitted curve at half-maximal effect
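Steps: dispense CXXC domain solution (7 uM) → pin compounds or unlabeled HOX-A9 DNA control → 5 min ambient → add FLSN-HOX-A9 solution (50 nM) → spin → 30 min ambient → fluorescence polarization. Tris pH 7.5/NaCl/DTT/BSA buffer.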
Menin-MLL TR inh: qHTS Assay for Inhibitors Targeting the Menin-MLL Interaction in MLL Related Leukemias: Competition With Texas Red Labeled MLL-derived Mutant Peptide. Menin + Texas Red MLL mutant peptide, fluorescence polarization. Potency, µM (series often up to 61.6 µM), without a hit: at the highest dose FP activity change, negative = inhibition, most hits filed as inhibitors. actives 0.23% (n = 270,000). AID 1768, 2009; active = well fitted inhibition curve with a large enough effect in the polarisation, with a control signal flat, not every such curve was filed as active; inconclusive = small, poorly fitted or top-dose-only effect, or effect the other way, or a change in a side signal; inactive = no such curve, though single readings can be large or run the other way; the % refers to the polarisation; also: potency is read from the fitted curve at half-maximal effect; % of control where 0% means no effect; many of its hits are not listed in these tables
MBNL1 CUG block: qHTS Assay for Inhibitors of MBNL1-poly(CUG) RNA binding; Muscleblind-like protein 1 (Homo sapiens), Q9NR56; TR-FRET MBNL1-His/biotin-(CUG)12 binding, 665/545 ratio; Potency, µM (top dose mostly 57.5 µM), for inactives: top-dose activity change, negative = inhibition, actives largely listed as inhibitors; actives 0.036% (n = 280,000); AID 2675, 2010; active = well fitted inhibition curve with a large enough effect in the signal ratio, with a control signal flat, not every such curve was filed as active; inconclusive = small, poorly fitted or top-dose-only effect, or effect the other way, or a change in a side signal; inactive = no such curve, though single readings can be large or run the other way; the % refers to the signal ratio; also: potency is read from the fitted curve at half-maximal effect; % is scaled to controls: 0 for no effect and ±100 for the full control effect
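TR-FRET readout: Ex 340 nm, 665/545 nm emission ratio, normalized to buffer-only (basal) and MBNL1-(CUG)12 controls. Complex of MBNL1-His with Biotin-(CUG)12, compounds 92 nM–58 uM, incubated 60 min at room temperature.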
Mito fusion act: qHTS Assay for Small Molecule Inhibitors of Mitochondrial Division or Activators of Mitochondrial Fusion. S. cerevisiae fusion-defective mutant growth rescue, CellTiterGlo 48 h. Potency, µM (top dose mostly 46.1 µM), for the others: at the top dose growth rescue (activation), usual class: activators. actives 0.23% (n = 320,000). AID 485298, 2010;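 also: potency is read from the fitted curve at half-maximal effect; % of control where 0% means no effect; nearly all actives have a fitted effect of over 45% in size; temperature-sensitive fusion mutants such as fzo1-1 at 37 °C on non-fermentable ethanol glycerol medium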
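Yeast fusion mutant, YPEG (non-fermentable carbon), compound, 48 h at 37C non-permissive; CellTiterGlo added, 10 min RT, luminescence read. Rescued growth = division inhibition.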
PTAP TSG101 blk: qHTS Assay for Iinhibitors of HIV-1 Budding by Blocking the Interaction of PTAP/TSG101 | Tumor susceptibility gene 101 protein (Homo sapiens), Q99816 | Fluorescence polarization, FITC-PTAP peptide / Tsg101 binding | Potency, µM (top dose mostly 115 µM), for the others: at the top dose activity change, negative = inhibition, usual class: inhibitors | 340,000 tested, under 10 active; active = well fitted inhibition curve with a large enough effect in the main read-out, with a control signal flat, not every such curve was filed as active; inconclusive = small, poorly fitted or top-dose-only effect, or effect the other way, or a change in a side signal; inactive = no such curve, though single readings can be large or run the other way; also: potency is read from the fitted curve at half-maximal effect; % of control where 0% means no effect
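Fluorescence polarization binding of Tsg101 binding domain (10 uM final) to FITC-labeled PTAP peptide (50 nM final) in HEPES pH 7.5 buffer with NaCl, Tween 20, EDTA, TCEP. Compounds added before peptide; binding 20 min at RT.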
A-T KAP1 phos: qHTS Assay for Identifying a Potential Treatment of Ataxia-Telangiectasia; […] A-T fibroblasts, KAP-1 phosphorylation AlphaLISA; neocarzinostatin DNA damage 30 min before lysis; Potency, µM (titrated, usually from 57.5 µM), for the others: at the highest dose activation, usual class: activators; actives 0.19% (n = 320,000); also: potency is read from the fitted curve at half-maximal effect; % of control where 0% means no effect; nearly all actives have a fitted effect of over 45% in size
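hTERT-immortalized A-T patient fibroblasts ([…]), 500 cells/well in OPTI-MEM, 1% FBS, got compounds for 60 min, then NCS for 30 min at 37C. Lysates were then assayed for phospho-KAP-1 by AlphaLISA (anti-pKAP1 donor, anti-KAP1 acceptor beads), 6 hr at 25C.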
TSHR antagonist: Antagonists of the Thyroid Stimulating Hormone Receptor: HTS campaign; activity change, negative = inhibition, % at 11.5 µM; TSHR-expressing cells, TSH-stimulated cAMP HTRF, 2 h; stronger effect = lower value; Thyrotropin receptor (Homo sapiens), P16473; actives 0.2% (n = 330,000); AID 504810, 2011;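 active = activity change below a set negative limit, meaning inhibition stronger than a set level, cut at about -70% in these data; inconclusive = activity change between two set negative limits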; also: % is scaled to controls: 0 for no effect and ±100 for the full control effect
Target sequence (P16473 whole entry, looked up): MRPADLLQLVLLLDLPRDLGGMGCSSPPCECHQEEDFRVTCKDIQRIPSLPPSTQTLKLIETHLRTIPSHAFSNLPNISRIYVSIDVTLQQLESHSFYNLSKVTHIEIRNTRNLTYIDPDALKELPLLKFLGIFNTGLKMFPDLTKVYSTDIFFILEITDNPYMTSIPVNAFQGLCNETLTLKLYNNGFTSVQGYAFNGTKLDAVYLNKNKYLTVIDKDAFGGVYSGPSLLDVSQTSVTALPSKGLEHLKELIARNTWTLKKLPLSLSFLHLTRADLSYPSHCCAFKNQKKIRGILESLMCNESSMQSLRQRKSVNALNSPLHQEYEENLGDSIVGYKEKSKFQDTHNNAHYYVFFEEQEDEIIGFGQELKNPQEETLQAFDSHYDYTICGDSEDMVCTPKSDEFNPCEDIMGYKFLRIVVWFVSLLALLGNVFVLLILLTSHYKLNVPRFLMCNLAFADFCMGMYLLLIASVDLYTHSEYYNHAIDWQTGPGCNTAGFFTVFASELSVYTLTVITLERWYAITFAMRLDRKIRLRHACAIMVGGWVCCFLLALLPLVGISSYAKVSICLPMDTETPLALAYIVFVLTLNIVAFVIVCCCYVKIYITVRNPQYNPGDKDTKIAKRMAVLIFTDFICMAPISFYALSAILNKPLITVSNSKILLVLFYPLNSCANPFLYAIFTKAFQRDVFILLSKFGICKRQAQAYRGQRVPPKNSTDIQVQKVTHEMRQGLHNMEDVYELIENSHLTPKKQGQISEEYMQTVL
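Antagonism was scored as loss of TSH-driven cAMP in TSHR cells, stimulated with 4nM TSH (EC80) for 2 hours at 37 deg C and detected by homogeneous HTRF competition immunoassay.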
TCR activator: Activators of T cell receptors: qHTS campaign; primary human leukocytes, anti-CD3, IL-2 HTRF, 48 h; Potency, µM (doses to about 9.22 µM), for the others: top-dose activation of IL-2 secretion, actives largely listed as activators; 330,000 tested, under 10 active; AID 504894, 2011; also: % of control where 0% means no effect
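Activity was scored as IL-2 release from primary human leukocytes given only a TCR signal (a-CD3 beads) plus compound for 48 hr. Detection used a two-antibody HTRF format read at 665nm.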
The depositor's hits bear a star; ? = inconclusive; / = not tested or not shown; [ ] = remark or other dose. Unless noted, calls follow the shape of the dose curve; as a rule, active = well fitted curve in the direction sought with a large enough effect; inconclusive = small, poorly fitted or top-dose-only effect, or another doubt; inactive = no such curve, though single readings can be large; an effect the other way counts as inactive or inconclusive. This is a subset; rates above refer to the full screens.

Molecule | a7 integrin act | Menin-MLL TR inh | TCR activator | MLL CXXC-DNA inh | A-T KAP1 phos | Mito fusion act | MBNL1 CUG block | TSHR antagonist | ASM inhibitor | PTAP TSG101 blk
CCC(C)C(NC(=O)C1CCC(C)CC1)C(=O)NCc1ccco1 (centres undefined) | ? | -22% | 3% | -3% | 16% | 35µM* | -1% | 45 | -1% | -3%
CCOCc1nnc(NC(=O)CCC2CCCCC2)s1 | -4% | 10% | / | 3% | 20% | -3% | 0% | -5 | -1% | -6%
CCOc1ccccc1CNS(=O)(=O)c1cnc[nH]1 | 2% | -4% | -3% | 0% | 3% | -7% | 0% | 12 | -6% | 1%
NC(=O)N/N=C/c1ccccc1OCc1cccc2ccccc12 | ? | ? | / | 13% | 4% | 0% | -4% | 7 | 3% | 0%
Cc1ccc(S(=O)(=O)N2CCCCC2C)cc1[N+](=O)[O-] (centres undefined) | -51%[inhibitor] | -25% | / | 1% | 3% | -1% | 17% | 4 | -2% | -2%
COC(=O)C1CC(c2c(OC)cc(OC)cc2OC)=NO1 (centres undefined) | -18% | 1% | 0%[46.1 µM] | -8% | -6% | -1% | -8% | -18 | 4% | -5%
Cc1onc(-c2ccccc2)c1C(=O)N/N=C/c1ccco1 | 25% | / | -4% | 36%[activator] | -4% | -2% | 9% | 13 | 5% | -5%
CC1CCC(NC(=O)CN2C(=O)c3ccccc3S2(=O)=O)CC1 (centres undefined) | -26% | / | 3% | / | 1% | / | / | -5 | 6% | -2%
CN(C)c1ccc(CNC(=O)CN(C)S(=O)(=O)c2cccc3cccnc23)cc1 | 17% | -11% | 4% | 14% | -2% | 4% | 9% | -7 | 3% | -3%
O=C(Nc1ccccc1)N1CCC(C(=O)N2CCN(c3ccccc3F)CC2)CC1 | -26% | 8% | 1% | 0% | -4% | -2% | -5% | 2 | 0% | -2%
COC(=O)C1=C(C)NC(=O)/C1=C\c1cc(C)n(-c2ccc(F)cc2)c1C | -13% | -1% | -2% | -8% | -7% | 0% | 12% | 2 | -6% | -5%
CCONC(=O)Nc1ccccc1 | 13% | 7% | 0%[46.1 µM] | -4% | -6% | -1% | -6% | -7 | 6% | 2%
COc1ccc(C(=O)NCc2csc(C)n2)cc1OC1CCN(C(C)=O)CC1 | -3% | / | -2% | / | / | / | / | / | 4% | -3%
CCOC(=O)c1cc2c(ccn2-c2ccc(F)cc2)n1CC(=O)N1CCN(C(=O)c2ccco2)CC1 | -29% | -2% | -1% | -5% | 2% | 4% | 19% | 0 | 2% | -7%
CCOC(=O)c1ccc(NC(=O)C2(c3ccccc3)CCCC2)cc1 | -5% | ? | 5% | 7% | 6% | -2% | -4% | -19 | -7% | -3%
COc1ccc(S(=O)(=O)N2CCCC(C(=O)O)C2)cc1Cl (centres undefined) | 3% | -18% | -4% | -4% | / | -5% | 2% | / | -1% | -2%
CCCCC(=O)Nc1ccc(N2CCCC2)cc1 | 22% | / | 5% | / | / | / | / | / | -2% | -1%
CC(C)c1ccc(NC(=O)/C(C#N)=C/c2ccncc2)cc1 | -25% | / | 1% | 5% | -2% | 18% | -6% | -11 | -5% | -1%
COc1ccc(-c2c(C)nc3c(-c4ccsc4)cnn3c2N)cc1 | -1% | 7% | 9% | 6% | 14% | 2% | 71%[activator] | -11 | 41%[activator] | -7%
COc1ccc(-n2c(=O)c(CCC(=O)NCCc3ccccc3F)nc3ccccc32)cc1 | -20% | / | 58% | / | -6% | 2% | / | 11 | -10% | 2%
O=C(CNc1ccccc1)N/N=C/c1ccc([N+](=O)[O-])o1 | -61%[inhibitor] | 17% | 1% | 1% | 4% | -5% | ? | -2 | -4% | -2%
CCc1ccc2[nH]c(=O)c(CN(Cc3nnnn3C3CCCC3)C3CCCCC3)cc2c1 | -19% | 0% | 2% | -3% | 3% | 6% | 17% | -7 | 0% | 0%
Cc1ccc(C(=O)NCC(=O)OCC(=O)Nc2cc(S(=O)(=O)N3CCOCC3)ccc2C)cc1 | 21% | / | 5% | / | -1% | 1% | / | 7 | 0% | 2%
Cc1noc(C)c1S(=O)(=O)N(CC(=O)NCCc1ccccc1)c1ccc(C(C)C)cc1 | -34% | / | 5% | 19% | 1% | 1% | 0% | -2 | 0% | -1%
COc1cccc(/C=C/C(=O)OCC(=O)NCCc2ccccc2)c1 | -15% | -11% | 0% | -4% | -3% | 1% | 0% | -1 | -1% | -3%
O=C(Nc1cccc(F)c1)Nc1ccnn1C1CCN(C(=O)c2ccccn2)CC1 | 14% | / | 2% | 2% | 5% | 0% | -10% | 0 | 1% | -3%
N#CC1=C2N=C(N)c3ccccc3N2C2=C(C(=O)CCC2)C1c1ccc(Cl)cc1 (centres undefined) | -12% | 1% | -2% | 22% | -11% | 5% | 24% | -18 | -20% | -3%
CCOc1ccc(NC(=S)Nc2cccnc2)cc1 | -6% | -1% | 3% | -5% | -2% | 10% | 3% | -3 | -1% | -2%
CC(=O)[C@@]1(O)CCC2C3C=CC4=CC(=O)CC[C@]4(C)C3CC[C@@]21C (some centres undefined) | -29% | / | 1% | / | 2% | 8% | / | 1 | 3% | 4%
COc1cc(/C=N/Nc2nc(Nc3ccccc3)nc(N3CCOCC3)n2)ccc1OC(=O)c1ccco1 | -17% | -13% | 6% | 20% | -3% | 3% | -2% | -16 | ? | -12%
O=C(NNC(=O)c1ccccc1OCc1ccccc1)c1ccccc1F | 12% | -5% | -6% | 4% | 21% | 13% | -9% | 0 | 9% | -5%
O=C(CSCC(=O)N1CCOCC1)Nc1nc(-c2ccccc2)cs1 | 25% | / | -1% | 7% | 3% | -1% | 4% | -3 | -1% | -10%
COC(=O)C1=C(N)N(c2ccc(F)cc2)C2=C(C(=O)CCC2)C1c1ccc2c(c1)OCO2 (centres undefined) | 11% | 10% | 1% | 20% | 9% | 0% | 7% | 3 | 1% | 0%
CCOCCCNC(=O)C1CCN(S(=O)(=O)N2CC(C)CC(C)C2)CC1 (centres undefined) | 6% | 2% | -1% | 4% | -2% | 3% | 2% | 0 | -2% | -7%
COC(=O)c1ccc(Oc2nc(C)cc(Oc3ccccc3)n2)cc1 | 4% | 1% | 2%[46.1 µM] | 2% | 7% | 19% | ? | -2 | -3% | 3%

Look-ups from the results shown:
ASM inhibitor result of CC(=O)[C@@]1(O)CCC2C3C=CC4=CC(=O)CC[C@]4(C)C3CC[C@@]21C (some centres undefined) reads 3%
TSHR antagonist result of CCOc1ccc(NC(=S)Nc2cccnc2)cc1 reads -3
MLL CXXC-DNA inh result of COc1cc(/C=N/Nc2nc(Nc3ccccc3)nc(N3CCOCC3)n2)ccc1OC(=O)c1ccco1 reads 20%
TSHR antagonist result of O=C(CSCC(=O)N1CCOCC1)Nc1nc(-c2ccccc2)cs1 reads -3

Ordered by length of the SMILES (highest first): part of the list above.
Molecule | a7 integrin act | Menin-MLL TR inh | TCR activator | MLL CXXC-DNA inh | A-T KAP1 phos | Mito fusion act | MBNL1 CUG block | TSHR antagonist | ASM inhibitor | PTAP TSG101 blk
CCOCCCNC(=O)C1CCN(S(=O)(=O)N2CC(C)CC(C)C2)CC1 (centres undefined) | 6% | 2% | -1% | 4% | -2% | 3% | 2% | 0 | -2% | -7%
O=C(NNC(=O)c1ccccc1OCc1ccccc1)c1ccccc1F | 12% | -5% | -6% | 4% | 21% | 13% | -9% | 0 | 9% | -5%
CCOc1ccc(NC(=S)Nc2cccnc2)cc1 | -6% | -1% | 3% | -5% | -2% | 10% | 3% | -3 | -1% | -2%

Assay outcomes as filed in PubChem BioAssay.
